Bioassay records as filed in PubChem.
Yfh1-off respiration: enhancers of respiration in Yfh1-depleted yeast, dose response, Friedreich's ataxia, plus single-dose screen (AID 1465); S. cerevisiae Yfh1-off respiration, WST-1 reduction, 72 h; higher fold induction means a stronger effect; fold induction at 50 µM; hits with a dose series show EC50 in µM; 0.074% of 220,000 active;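 active = fold induction of absorbance versus untreated yeast above a set limit, then at least 30% activation at any dose in follow-up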;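 also: activators that raise dye reduction in frataxin-depleted yeast; strong numbers were not always called active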
GPR55 LPI antagonism: GPR55 antagonists blocking LPI-driven arrestin recruitment, primary screen, imaging, U2OS, beta-arrestin-GFP, LPI agonist (AID 2013) | G-protein coupled receptor 55 (Homo sapiens) | U2OS GPR55 beta-arrestin-GFP translocation imaging, LPI antagonism; higher % means a stronger effect | one-dose inhibition, % at 10 µM; IC50 in µM for titrated hits | 0.13% of 290,000 active;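 active = spots per cell inhibited over 60%, with over 100 cells counted and total cytoplasm intensity under 500,000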;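 also: U2OS cells stably carrying GPR55 and arrestin-GFP stimulated by 5 µM LPI near EC80; imaged beta-arrestin-GFP aggregate spots per cell after agonist stimulation; plate controls were LPI-stimulated DMSO wells for no effect and DMSO wells without LPI for full effect; some results filed as inactive read as strong as hits; confirmed hits need IC50 under 10 µM and bright autofluorescent wells are also inconclusive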
GPR35 arrestin U2OS: GPR35 antagonists blocking zaprinast-driven arrestin recruitment, primary screen, imaging, U2OS, beta-arrestin-GFP, zaprinast agonist (AID 2058) | G-protein coupled receptor 35 (Homo sapiens) | U2OS GPR35 beta-arrestin-GFP translocation imaging, zaprinast antagonism; higher % means a stronger effect | inhibition, % at 10 µM, or IC50 in µM where a hit was titrated | 0.052% of 290,000 active;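 active = inhibition of at least 50% with at least 30 cells and total cytoplasm GFP at most 10,000,000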
GPR55 beta-arrestin: GPR55 agonists via beta-arrestin recruitment, primary screen, imaging, U2OS cells, beta-arrestin-GFP redistribution (AID 1961). U2OS GPR55 beta-arrestin-GFP redistribution imaging; higher % means a stronger effect. 0.048% of 290,000 active. activation, % at 10 µM, or EC50 in µM where a hit was titrated;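 active = activation above 40% with more than 50 cells counted in the well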;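 also: U2OS osteosarcoma cells stably expressing GPR55 and beta-arrestin-GFP; plate controls were DMSO negative control for no effect and LPI positive control for full effect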
Large T inhibition: SV40 large T antigen inhibitors, biochemical (AID 1903). 0.39% of 310,000 active. SV40 large T antigen ATPase/helicase inhibition assay; higher % means a stronger effect. one-dose inhibition, % at 20 µM; IC50 in µM for titrated hits; in the data active = a potency from the dose series; also: strong numbers were not always called active
Rac1 GTP hydrolysis: MgcRacGAP GTPase-activating activity inhibitors, confirmation, biochemical, ADP Hunter fluorescence | Rac GTPase-activating protein 1 (Homo sapiens) | MgcRacGAP-stimulated Rac1 GTP hydrolysis, ADP Hunter fluorescence; higher % means a stronger effect; GST-tagged Rac1 F28L mutant substrate | inhibition, % at 30 µM; hits with a dose series show IC50 in µM | 0.6% of 340,000 active | AID 624330, 2012;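 active = first-screen hits whose inhibition reached a set limit at any dose in the follow-up dose series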;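 also: fluorescence reports GDP produced by GAP-driven GTP hydrolysis; strong numbers were not always called active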
AID2073: inhibitors of Mint1-CaV2.2 protein interaction, biochemical, HTRF (AID 2073); Voltage-dependent N-type calcium channel subunit alpha-1B (Homo sapiens); HTRF protein-protein interaction, Mint1-CaV2.2; higher % means a stronger effect; inhibition, % at 20 µM, or IC50 in µM where a hit was titrated; 0.19% of 290,000 active; in the data active = inhibition mostly above about 51%, no sharp cut-off; also: some results filed as inactive read as strong as hits
NS5 inhibitors: Dengue-2 NS5 methyltransferase inhibitors, primary screen, biochemical, confirmation dose response (AID 588689). 0.3% of 340,000 active. Dengue-2 NS5 methyltransferase capping enzyme assay, biochemical; higher % means a stronger effect. Genome polyprotein (Dengue virus type 2 (strain 16681-PDK53)). inhibition, % at 25 µM, or IC50 in µM where a hit was titrated; in the data active = a potency from the dose series
NTR1 ag: agonists of NTR1, primary screen, imaging, U2OS cells, beta-arrestin-GFP, high content (AID 493036); Neurotensin receptor type 1 (Homo sapiens), P30989; NTR1-U2OS beta-arrestin-GFP spot imaging, agonist mode; activation, % at 20 µM; 0.17% of 330,000 active;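 active = activation at or above 40% of the spot to cytoplasm intensity ratio, with at least 20 cells analyzed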;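 also: 0% = DMSO without peptide and 100% = 100 nM NTR1 peptide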
Target sequence (P30989 whole entry, looked up): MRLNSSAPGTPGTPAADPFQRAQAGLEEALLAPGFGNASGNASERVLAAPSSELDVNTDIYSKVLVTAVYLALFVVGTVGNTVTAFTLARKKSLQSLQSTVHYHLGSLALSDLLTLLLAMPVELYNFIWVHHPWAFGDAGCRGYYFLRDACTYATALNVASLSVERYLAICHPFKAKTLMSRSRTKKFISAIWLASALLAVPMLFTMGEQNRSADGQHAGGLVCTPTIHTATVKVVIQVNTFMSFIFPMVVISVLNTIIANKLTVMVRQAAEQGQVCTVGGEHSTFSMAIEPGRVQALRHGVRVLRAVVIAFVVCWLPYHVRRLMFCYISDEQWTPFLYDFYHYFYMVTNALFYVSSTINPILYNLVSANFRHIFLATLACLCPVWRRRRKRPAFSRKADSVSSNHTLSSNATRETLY
NTR1 ag cell count 20 µM: further read-out of NTR1 ag, marked with its call; cell count; measured here: cell count, cytotoxicity flag
NS5 inhibitors pilot replicate: recorded beside NS5 inhibitors, whose call it bears; inhibition, %; measured here: pilot screen replicate inhibition
An asterisk follows results filed as active; i = inactive; x = no result given.

SMILES	Yfh1-off respiration	GPR55 LPI antagonism	GPR35 arrestin U2OS	GPR55 beta-arrestin	Large T inhibition	Rac1 GTP hydrolysis	AID2073	NS5 inhibitors	NTR1 ag	NTR1 ag cell count 20 µM	others
COc1ccc(-c2cc(C(=O)NC3CCCC3)no2)cc1OC	i	18%	-1%	0.5%	4%	9%	3%	2%	1.9	78
COc1ccc(S(=O)(=O)N2CCCC2)cc1NC(=O)c1ccccc1F	x	8%	7%	0.2%	0%	4%	19%	-2%	-1.0	53
O=C(Nc1ccc(F)cc1)C1CC(=O)n2ncnc2N1 (stereo not drawn)	i	-7%	-12%	0.1%	-74%	7%	1%	1%	-0.9	66
Cc1ccccc1-c1c(C)oc2cc(O)ccc2c1=O	i	29%	3%	-0.1%	34%	4%	25%	1%	1.0	61
CS(=O)(=O)c1ccccc1-c1nnc(NC(=O)c2ccc3ncsc3c2)o1	x	x	x	x	16%	5%	x	4%	-0.4	61
Cc1ccc(C(=O)/C=C/c2cc(Br)cc(Br)c2O)o1	x	3%	-6%	-0.1%	30%	11%	27%	12%	6.1	80
COC(=O)[C@@H](NC(=O)NCc1cccc(OC)c1)C(C)C	i	5%	11%	0.3%	4%	12%	12%	-5%	-0.3	64
COc1ccc(S(=O)(=O)N(C)CC(=O)Nc2ccccc2C(F)(F)F)cc1	i	-1%	13%	-0.2%	3%	16%	-3%	-5%	1.6	45
CC1(c2ccc(Cl)cc2)NC(=O)N(CC(=O)NCc2cccs2)C1=O (stereo not drawn)	i	8%	-2%	0.0%	5%	2%	-6%	x	0.8	72
COc1ccc(NC2CCCN(C(=O)CCc3cccc(Cl)c3)C2)cc1 (stereo not drawn)	x	-7%	-6%	-0.2%	34%	-4%	-20%	-5%	1.0	68
CCN1C(=O)/C(=C2/SC(C)=C(C)N2CC)SC1=S	i	-6%	-3%	-0.6%	9%	4%	4%	23%	2.3	66
CC1CCCc2sc3nc(NCc4ccco4)n4ncnc4c3c21 (stereo not drawn)	i	-4%	7%	2.0%	7%	4%	9%	0%	24	54
CN(c1ccccc1)c1ccc(/C=N/NC(=O)CC#N)cc1	i	12%	19%	-0.2%	17%	10%	27%	0%	-0.3	53
O=C(COC(=O)CNS(=O)(=O)c1ccc2ccccc2c1)Nc1ccc2c(c1)OCO2	i	10%	14%	-0.2%	6%	6%	1%	-10%	2.7	44
Cc1ccccc1C(=O)NC1CC2CCCC(C1)N2C(=O)Nc1ccccc1 (stereo not drawn)	x	4%	-3%	-0.2%	4%	-3%	-5%	-3%	2.4	44
COc1cccc(/C=C2/Sc3ccc(C(=O)NCCN4CCCC4)cc3NC2=O)c1	x	10%	4%	0.1%	18%	8%	-5%	5%	5.6	53
COc1cccc(CNC(=O)c2cccc(NC3=NC4CS(=O)(=O)CC4S3)c2)c1 (stereo not drawn)	x	0%	1%	0.9%	14%	7%	2%	-4%	-2.0	65
O=C(C1CCC(=O)N(C2CCCC2)C1)N1CCN(Cc2cccc(Cl)c2)CC1 (stereo not drawn)	x	-1%	-7%	-0.1%	11%	3%	2%	3%	0.0	79
COC(=O)/C(=C(O)\C=C\c1ccccc1[N+](=O)[O-])c1nc2ccccc2[nH]1	x	-9%	-3%	0.6%	5%	-2%	9%	-7%	7.3	43
Cc1cc(S(=O)(=O)NC2CCCCC2)ccc1OCC(=O)NCC1CCCO1 (stereo not drawn)	i	16%	-10%	-0.1%	-4%	10%	1%	2%	2.7	67
CCN1CCCC1CNC(=O)CCc1nnc(CCC2CCCCC2)o1 (stereo not drawn)	i	10%	11%	-0.1%	4%	3%	-5%	-10%	0.2	49
CCOC(=O)c1sc2ncn(C(CC)C(=O)OCC)c(=O)c2c1C (stereo not drawn)	i	12%	25%	-0.1%	-2%	5%	-4%	1%	-0.3	38
CCN(c1ccccc1)S(=O)(=O)c1ccc(C(=O)NCC(c2cccs2)N(C)C)cc1 (stereo not drawn)	i	-2%	-14%	-0.3%	11%	7%	2%	-7%	0.8	71
O=C1N/C(=N\N=C\c2cccs2)SC1Cc1ccc(Cl)c(Cl)c1 (stereo not drawn)	i	-1%	-4%	-0.4%	-1%	3%	-8%	-2%	3.0	50
CCCn1c(=N)c(S(=O)(=O)c2ccccc2)cc2c(=O)n3ccccc3nc21	i	12%	2%	0.3%	7%	-6%	6%	-15%	1.6	40
CC(C)=CCC/C(C)=C/CCC(C)NCCN1CCNCC1 (stereo not drawn)	i	-2%	-4%	-0.2%	8%	x	32%	x	0.2	51
Cc1cc(N2CCOCC2)ccc1/C=C1\NC(=O)N(CC(=O)Nc2ccccc2C)C1=O	x	12%	2%	-0.1%	8%	11%	-6%	17%	-1.0	85
O=C(CNC(=O)c1cccc(OC(F)F)c1)OCn1nnc2ccccc2c1=O	i	-2%	-2%	-0.3%	17%	2%	3%	-2%	0.6	56
COc1ccc(/C=C/C(=O)NC(=S)NNC(=O)c2cccs2)cc1OC	i	-8%	-9%	-0.1%	18%	11%	-28%	1%	-0.9	54
CC(C)CN1C(=O)c2ccc(C(=O)Nc3ccncc3)cc2C1=O	i	-9%	-3%	0.3%	7%	7%	0%	0%	2.3	68
Cc1cccc(-c2noc(CN(C(=O)CCc3ccccc3)C(C)C)n2)c1	i	-7%	10%	-0.1%	16%	4%	-3%	3%	2.9	38
CC(C)(C)NC(=O)C(=O)NNC(=O)c1ccccc1	x	12%	7%	-0.1%	7%	1%	1%	0%	-0.7	78
COc1ccc(N(CC(=O)Nc2c(C)cccc2C)S(=O)(=O)c2ccccc2[N+](=O)[O-])c(OC)c1	i	-1%	14%	-0.1%	4%	8%	26%	1%	0.7	59
C=CCNC(=O)CSc1ncc2c(n1)-c1c(csc1SC)CC2	i	0%	14%	-0.1%	11%	x	30%	x	0.9	45
Clc1ccc(-c2csc(Nc3cccnc3)n2)cc1	i	-5%	-3%	-0.2%	9%	3%	-1%	-5%	0.7	57
O=C(Nc1ncccc1O)c1ccc(S(=O)(=O)N2CCCCCC2)cc1	x	x	x	x	10%	15%	x	3%	5.3	51
Cc1ccc(CC(=O)NC(C)CCc2ccccc2)cc1 (stereo not drawn)	i	6%	20%	-0.1%	7%	8%	46%	3%	-0.2	50
COc1ccc(C(CC(=O)Nc2ccccn2)N2Cc3ccccc3C2=O)cc1 (stereo not drawn)	x	6%	-3%	0.0%	2%	x	3%	-7%	-1.0	94
O=c1[nH]c(CN2CCCCC2)nc2ccccc12	i	-3%	3%	-0.3%	0%	15%	-2%	3%	-1.3	49
CC(=O)N1CCC(C(=O)Nc2ccc(S(=O)(=O)N3CCCCC3)cc2)CC1	x	-5%	3%	0.3%	2%	6%	2%	3%	0.2	58
CCCCn1c(N)c(N(CCOC)C(=O)c2ccc(C)c(S(=O)(=O)N3CCCCC3)c2)c(=O)[nH]c1=O	x	x	x	x	12%	7%	x	5%	-0.3	63
COc1ccc2[nH]c(C)c(CCNC(=S)Nc3cccc(C)c3C)c2c1	x	10%	-8%	-0.2%	13%	8%	-6%	-3%	-0.8	75
COc1cc(/C=C/C(=O)NC(C)CCc2ccccc2)cc(OC)c1OC (stereo not drawn)	i	-1%	-10%	0.3%	0%	6%	1%	-5%	4.3	35
CCOC(=O)Cc1nnc(Nc2ccc(C)cc2)c2ccccc12	i	6%	-6%	-0.1%	6%	13%	4%	-3%	2.0	44
COc1ccc(/C=C2\SC(=S)N(CCC(=O)Nc3ccc(C(=O)O)cc3)C2=O)cc1	x	-3%	11%	0.0%	5%	20%	9%	1%	6.8	54	NS5 inhibitors pilot replicate=1.5

Some of these compounds in order of SMILES length, ascending:
SMILES	Yfh1-off respiration	GPR55 LPI antagonism	GPR35 arrestin U2OS	GPR55 beta-arrestin	Large T inhibition	Rac1 GTP hydrolysis	AID2073	NS5 inhibitors	NTR1 ag	NTR1 ag cell count 20 µM	others
CCOC(=O)Cc1nnc(Nc2ccc(C)cc2)c2ccccc12	i	6%	-6%	-0.1%	6%	13%	4%	-3%	2.0	44
O=C(Nc1ncccc1O)c1ccc(S(=O)(=O)N2CCCCCC2)cc1	x	x	x	x	10%	15%	x	3%	5.3	51
COc1ccc(C(CC(=O)Nc2ccccn2)N2Cc3ccccc3C2=O)cc1 (stereo not drawn)	x	6%	-3%	0.0%	2%	x	3%	-7%	-1.0	94

Further structures.
SMILES	Yfh1-off respiration	GPR55 LPI antagonism	GPR35 arrestin U2OS	GPR55 beta-arrestin	Large T inhibition	Rac1 GTP hydrolysis	AID2073	NS5 inhibitors	NTR1 ag	NTR1 ag cell count 20 µM	others
CCOC(=O)C1(CCc2ccccc2)CCN(C(=O)[C@@H]2C[C@@H](C)NC(=S)N2)CC1	i	12%	-1%	-0.3%	4%	-2%	-13%	11%	1.9	38
CN(Cc1ccccc1)c1nc2c(c(=O)[nH]c(=O)n2C)n1Cc1ccccc1	i	21%	6%	-0.1%	23%	0%	3%	3%	1.8	82	NS5 inhibitors pilot replicate=0.3
COc1ccc(CNC(=O)c2cnc(C)cn2)c(OC)c1	i	2%	0%	1.2%	12%	10%	-3%	0%	1.8	63
CCc1nc(NCCC(C)C)c2nnn(Cc3ccccc3)c2n1	x	8%	-2%	0.3%	4%	5%	17%	-6%	0.3	48
COc1cc(OC)c2c(-c3ccccc3)cc(=O)oc2c1C(CCN1CCCC1)c1ccc2c(c1)OCO2 (stereo not drawn)	i	19%	-2%	0.7%	8%	10%	23%	-15%	15	92
Cc1ccc(S(=O)(=O)c2cn(Cc3ccc(F)cc3)c3cc4c(cc3c2=O)OCO4)cc1	i	8%	-3%	-0.2%	-36%	6%	10%	-7%	-0.9	67
CCOc1cc(/C=C\c2[nH]c(=O)[nH]c(=O)c2[N+](=O)[O-])ccc1OC(C)CC (stereo not drawn)	i	2%	-2%	0.2%	26%	x	-6%	x	9.7	78
Cc1cc2ncn(CCC(=O)NC(C)(C)C)c2cc1C	i	5%	15%	-0.1%	16%	0%	-14%	3%	-0.2	32
COc1cc(/C=C2\SC(c3ccc(C)cc3)=NC2=O)cc(OC)c1OC	i	13%	1%	-0.2%	15%	14%	-3%	18%	6.2	50
COc1ccc(/C=C/C(=O)Nc2cccc(N3CCOCC3)c2)cc1OC	i	7%	2%	-0.3%	2%	11%	0%	-8%	-0.3	60
O=C(COC(=O)C1CCCCC1)Nc1ccccc1OC(F)F	i	0%	-4%	-0.2%	7%	-3%	1%	-1%	3.7	62
CC(C)CN(C(=O)COC(=O)CCc1nc2ccccc2s1)c1c(N)n(Cc2ccccc2)c(=O)[nH]c1=O	x	x	x	x	12%	4%	x	-5%	1.3	67
CO/N=C/c1ccc(Oc2ccc(C)cc2)nc1	i	-5%	15%	0.0%	27%	7%	-3%	-5%	0.0	48
